FLuc stim CS – firefly luciferase counter-screen for stimulation assays; P08659; ATPlite luciferase biochemical, luminescence, 10 min; 0 = ATP-free wells, 1 = DMSO control; activation factor at 10 µM; 200,000 tested, under 10 active;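 active means luciferase activation factor, scaled between plate controls, of at least 2 with compound at 10 µM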
Target sequence (P08659 whole entry, looked up): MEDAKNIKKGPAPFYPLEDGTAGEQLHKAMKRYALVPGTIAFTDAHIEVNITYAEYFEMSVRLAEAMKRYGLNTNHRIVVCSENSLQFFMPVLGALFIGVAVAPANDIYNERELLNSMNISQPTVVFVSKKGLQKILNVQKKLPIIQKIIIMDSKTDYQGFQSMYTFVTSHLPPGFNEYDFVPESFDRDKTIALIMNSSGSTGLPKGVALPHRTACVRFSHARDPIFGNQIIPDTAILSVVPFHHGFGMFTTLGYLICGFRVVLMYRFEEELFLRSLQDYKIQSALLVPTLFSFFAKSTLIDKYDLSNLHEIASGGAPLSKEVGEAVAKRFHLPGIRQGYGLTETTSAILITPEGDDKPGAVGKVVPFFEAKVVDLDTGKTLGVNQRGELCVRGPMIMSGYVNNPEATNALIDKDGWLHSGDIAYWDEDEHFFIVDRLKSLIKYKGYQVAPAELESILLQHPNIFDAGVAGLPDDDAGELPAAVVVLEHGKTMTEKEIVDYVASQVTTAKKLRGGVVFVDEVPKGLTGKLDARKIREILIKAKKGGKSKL
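assay system = Luciferase/luciferin detection reagent, cell-free biochemical luciferase assay | also added = ATP substrate | times = 10 min post-reagent at room temperature | measured by = luminescence from luciferase reaction | measure = luciferase activation, seen as luminescence increase over controls | benchmarks = low control with PBS replacing ATP, high control enzyme plus ATP without compound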
FLuc inhib CS – inhibits firefly luciferase, flagging false hits in luciferase inhibition screens | P08659 | AID 1006 | hit rate 1.5% among 200,000 | inhibition, % at 10 µM | ATPLite firefly luciferase biochemical luminescence, 10 min;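 active means inhibition above about 50% when tested at 10 µM, limit read from the data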
TNAP inh hiacc – inhibitors of human TNAP at high phosphate acceptor concentration; P05186; purified TNAP, CDP-star luminescence, 1 M DEA; inhibition, % at 20 µM; hit rate 0.03% among 200,000;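 active means over 50% inhibition of tissue-nonspecific alkaline phosphatase at 20 µM in the single-dose screen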;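 further: plate controls were DMSO wells for no effect and EDTA-quenched wells as full inhibition for full effect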
APP 5'UTR act – activates APP 5'UTR luciferase reporter. SH-SY5Y APP 5'UTR luciferase reporter, luminescence; zero percent = DMSO vehicle wells. activation, % at 2 µM. hit rate 1% among 190,000. AID 1276;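 active means activation above a set limit, based on mean plus 3 SD of controls, cut at about 140% in these data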; further: values of inactives mirror those of a sister screen read the other way
bIAP activator – intestinal alkaline phosphatase (bovine) activation; purified bovine IAP, CDP-star luminescence, 30 min; active compounds read high; fold of DMSO-control signal, blank-subtracted; hit rate 0.17% among 200,000; activation factor at 20 µM;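 active means activation factor of 2 or more at 20 µM, a signal rise over negative controls twice the positive control's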
NF-kB expr up – compounds increasing NF-kB expression in human neuronal cells; fold change at 12.5 µM; hit rate 1.6% among 190,000; NF-kB reporter expression; active compounds read high; in the data active means fold change above about 3.3
PMI act – activators of human phosphomannose isomerase; P34949; purified human PMI, coupled resazurin fluorescence, 20 min; active compounds read high; 1 = vehicle control, 0 substrate-free wells; activation factor at 20 µM; hit rate 0.005% among 190,000; AID 1214;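 active means activation factor of 2 or more at 20 µM, relative to plate controls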
Target sequence (P34949 whole entry, looked up): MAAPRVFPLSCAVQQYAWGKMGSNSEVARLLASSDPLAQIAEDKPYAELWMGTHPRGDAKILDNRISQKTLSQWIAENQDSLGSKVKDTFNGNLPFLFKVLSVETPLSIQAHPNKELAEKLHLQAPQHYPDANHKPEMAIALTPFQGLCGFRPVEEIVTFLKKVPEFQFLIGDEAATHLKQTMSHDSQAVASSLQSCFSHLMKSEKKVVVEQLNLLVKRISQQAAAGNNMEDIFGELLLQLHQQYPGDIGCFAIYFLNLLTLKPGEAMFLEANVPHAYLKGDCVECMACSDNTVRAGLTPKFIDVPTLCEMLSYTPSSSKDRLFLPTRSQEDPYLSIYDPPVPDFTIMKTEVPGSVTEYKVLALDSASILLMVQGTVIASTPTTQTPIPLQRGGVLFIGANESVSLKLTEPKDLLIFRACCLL
PMI act hi M6P – increases human PMI activity with near-saturating mannose 6-phosphate; activation factor at 20 µM; hit rate 0.34% among 190,000; coupled PMI enzyme assay, resazurin fluorescence, 20 min; active compounds read high; 1 = untreated enzyme, 0 = substrate-free blank;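 active means activation factor of 2 or more at 20 µM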
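Test system – human PMI in coupled enzyme assay · Timing – 20 min incubation at room temperature · Detection – Diaphorase-driven resazurin-to-resorufin fluorescence, excitation 544, emission 590 nm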
TNAP inh no acc – TNAP (human) inhibition, acceptor-free conditions; purified TNAP, CDP-star luminescence, 30 min; inhibition, % at 20 µM; hit rate 0.26% among 200,000; P05186;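 active means tissue-nonspecific alkaline phosphatase inhibition above about 50% at 20 µM in the single-dose screen, limit read from the data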;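 further: 0% = DMSO negative control and 100% = EDTA positive control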
TNAP act hi DEA – TNAP (human) activation, high acceptor. 200,000 tested, under 10 active. activation factor at 20 µM. purified TNAP, CDP-star luminescence, 1 M DEA, 30 min; active compounds read high; 0 = EDTA background, 1 = DMSO-only activity. AID 1136;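 active means activation factor at least 2 at 20 µM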
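Measured by: Luminescent substrate turnover signal | Test system: Human TNAP | Input: TNAP 1/800 final | Dosing: 20 µM single point | Schedule: 30 min, room temperature | Controls: EDTA wells as negative control, DMSO wells as positive control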
* marks the source's active call; other numbers are inactive results; / = not tested or not shown. This is a random part of the collection; 3.6% or so of the library scored in one or more.

SMILES	FLuc stim CS	FLuc inhib CS	TNAP inh hiacc	APP 5'UTR act	bIAP activator	NF-kB expr up	PMI act	PMI act hi M6P	TNAP inh no acc	TNAP act hi DEA
Cc1c(C#N)c2ccccc2n1CC(=O)NCc1cccnc1	1	-4	-6	0	0.9	0.86	1	1	-16	1.1
N#Cc1ccccc1S(=O)(=O)N1CCN(c2cnccn2)CC1	1	-5	0	1	1	1.3	1	1	-10	1
CN(C)C(=O)COc1ccc(Br)cc1	1	1	2	3	1	0.95	0.9	0.9	0	1
Cc1csc(NC(=O)c2cccc(S(=O)(=O)N3CCCCC3)c2)n1	1.1	-11	-5	-7	0.9	0.7	0.9	0.9	-4	1.1
CC(C)(C)C1=Nn2c(nnc2-c2ccccc2F)SC1	1.1	-6	-8	20	0.9	1.4	1	1	-14	1.1
Cc1cccc(N2CC(O)(c3cccs3)[N+]3=C2CCCC3)c1C (stereo not drawn)	1	-1	5	5	1.1	1.3	1	0.8	3	1
CCOC(=O)c1c(NC(=S)Nc2ccc(Cl)cc2)sc(C)c1C	1.1	-9	-6	-14	0.6	1.4	1	1	-6	1.1
C=C(C)CNC(=S)N/N=C(\C)c1ccc(-n2ccnc2)cc1	1	-3	7	8	1	0.98	1	1	-3	0.9
Cc1ccc2cccc(NC(=S)NC(=O)c3c(Br)cnn3C)c2n1	1.1	-7	4	-2	0.9	1.1	1	0.7	-9	1
CCOc1ccc(NC(=S)NCCCN2CCOCC2)cc1	1	1	2	3	0.9	1	0.9	1	-3	1

Of the compounds above, 3 contain a carbonyl joined to an NH by a bond outside any ring:
SMILES	FLuc stim CS	FLuc inhib CS	TNAP inh hiacc	APP 5'UTR act	bIAP activator	NF-kB expr up	PMI act	PMI act hi M6P	TNAP inh no acc	TNAP act hi DEA
Cc1c(C#N)c2ccccc2n1CC(=O)NCc1cccnc1	1	-4	-6	0	0.9	0.86	1	1	-16	1.1
Cc1csc(NC(=O)c2cccc(S(=O)(=O)N3CCCCC3)c2)n1	1.1	-11	-5	-7	0.9	0.7	0.9	0.9	-4	1.1
Cc1ccc2cccc(NC(=S)NC(=O)c3c(Br)cnn3C)c2n1	1.1	-7	4	-2	0.9	1.1	1	0.7	-9	1

New compounds follow
SMILES	FLuc stim CS	FLuc inhib CS	TNAP inh hiacc	APP 5'UTR act	bIAP activator	NF-kB expr up	PMI act	PMI act hi M6P	TNAP inh no acc	TNAP act hi DEA
O=C1SCC(c2ccccc2)=NN1Cc1ccccc1	1	-4	-5	-15	0.8	1.1	0.9	0.8	-6	1.1
Cc1nn(CCCC(=O)NCc2ccccc2)c(C)c1[N+](=O)[O-]	1	-3	-3	-6	1	0.93	0.9	1	-18	1
CCOc1ccccc1/C=N/NC(=O)CNC(=O)COc1ccccc1	1.1	-6	-3	-1	1	1.2	1.1	1.1	2	1
O=C(Nc1ccc2c(c1)OCO2)c1ccc(Br)c(S(=O)(=O)N2CCCC2)c1	1	2	2	18	0.7	1	1	1	-2	1
O=C(COC(=O)c1cccc(S(=O)(=O)NCc2ccccc2)c1)c1ccc2c(c1)OCCO2	0.5	54*	-2	4	0.7	0.77	0.8	0.9	-8	1
c1cc2c3c(cccc3c1)NC1(CCCCC1)N2	1	0	10	-4	0.8	0.9	1	1	-9	0.9
COc1ccc(-c2cc(-c3ccccc3)c(C#N)c(S(C)=O)n2)cc1 (stereo not drawn)	1	-2	-9	/	1	3.6*	0.9	1	-15	1.1
COC(=O)c1cc(Sc2cccc(Cl)c2Cl)ccn1	1.1	-7	-4	7	1	0.8	0.9	0.9	-13	1
Cc1occc1C(=O)NCc1ccc(C(=O)O)o1	1	-4	-7	-1	1	0.94	1.2	1.3	8	1.1
COc1ccc(CCN(Cc2cc3cccc(C)c3[nH]c2=O)C(=O)NC2CCCCC2)cc1OC	1	-1	5	7	1.1	0.45	0.9	1	-9	0.9
C=CCN(C)CC/C=C1\c2ccccc2CSc2ccccc21	1.1	-6	-2	-1	0.9	0.99	1	1	-12	1
CC(=O)OCC(=O)Nc1ccc(Br)c(C)c1	0.9	7	-3	-4	1.3	1.3	1.1	1.1	-4	1
COc1cccc(-c2cc(C(=O)NC3CCCC3)no2)c1	0.7	27	-2	18	0.9	4.9*	0.8	0.9	-4	1
C=CCOC(=O)C1=C[C@H](c2cn(C(C)=O)c3ccccc23)C[C@H](OCCCCO)O1	1.1	-10	-4	1	1.2	1.1	1.1	1.1	-5	1
CCN(CC)C(=O)c1sc(NC(=O)Cc2ccc(OC)cc2)c(C#N)c1C	1	4	-2	7	0.9	1	0.9	0.9	-2	1
CCOc1cc(-c2noc(-c3ccncc3)n2)cc(Br)c1OC	1.1	-7	-6	-16	0.9	0.99	1	1	-11	1.1
Cc1ccc(C)c(-c2cc(C(=O)Nc3nccs3)c3ccccc3n2)c1	1.1	-8	-3	-2	1	0.8	1	0.9	1	1
CC1CN(C2CCCCC2)c2nc3c(c(=O)n(C)c(=O)n3C)n2C1 (stereo not drawn)	1	-5	-7	8	1	1.3	0.9	1	-9	1.1
CCCOC(=O)c1ccc(NC(=O)c2ccoc2C)cc1	0.9	9	1	115	1	3.5*	1	0.9	-1	1
Cc1ccc(NC(=O)CN(C)CC(=O)Nc2ccccc2C(=O)Nc2ccccc2)cc1	1	-5	-3	15	0.9	0.91	0.8	0.8	12	1
CCOc1cc2c3c(c1)C(C)CC(C)(C)N3C(=O)C2=O (stereo not drawn)	1.1	-8	-4	-2	1	1.2	1	1	-11	1
CC(=O)N(C)c1ccc(NC(=O)c2ccco2)cc1	0.7	28	-6	/	0.9	1.6	1	1	-11	1.1
COc1ccc(NC(=O)c2ccc3nc(-c4ccccc4)c(-c4ccccc4)nc3c2)c(OC)c1	1	-3	-1	6	0.9	1.1	0.9	1	-1	1
Cc1c(Cl)ccc2c(C(=O)NC(C)c3ccncc3)cc(-c3ccncc3)nc12 (stereo not drawn)	1	-2	-6	9	1.2	0.56	1	1	-8	1.1
Cc1ccccc1OCC(=O)OCC(=O)NCc1cccs1	1	-1	-4	22	1	1.1	1	1	-12	1
CCOC(=O)c1c(NC(=O)CSc2nnc(C)c(=O)[nH]2)sc(C)c1C	1	5	2	-7	1	1.4	1	0.9	-6	1
Cn1c(SCC(=O)N2CCN(c3ccccc3)CC2)nnc1-c1ccncc1	1.1	-8	-6	6	1	0.98	1.1	1.1	-9	1.1
O=C(NCc1ccccc1)Nc1cccc2ccccc12	1	0	0	20	1.1	1.3	0.9	1	-13	1
O=C(Cn1c(/C=C/c2ccccc2)nc2ccccc21)Nc1ccc(F)cc1	0.7	34	2	50	1.2	1.7	0.9	1.1	-1	1
CCOc1ccc(C(CC(=O)O)NC(=O)CCCOc2ccc(Cl)cc2C)cc1 (stereo not drawn)	1	0	0	10	1	1.2	0.9	0.9	-4	1
CC(/C=C/c1ccccc1)NC(N)=O (stereo not drawn)	1	1	5	5	0.9	1	1	0.9	-2	0.9
O=C(NC1CCCC1)C(c1ccc(O)cc1)N(CC1CCCO1)C(=O)C1COc2ccccc2O1 (stereo not drawn)	1.1	-8	-10	12	1	0.99	0.9	1	-7	1.1
Cc1cc(C)c2c(N)c(C(=O)c3ccc(Cl)cc3Cl)sc2n1	1	-4	-1	/	1	0.66	1	0.9	-10	1
O=C(CCN1CCOCC1)Nc1ccc2c(c1)CCC2	1.1	-8	-2	-3	1	1.1	0.9	0.9	-11	1
CNC(=S)NC(CC(=O)OC)c1ccc2c(c1)OCO2 (stereo not drawn)	1.1	-5	-4	-12	1	1.3	0.9	0.9	-12	1
CCN1CCCc2cc(CN(CCN3CCOCC3)C(=O)Nc3ccc(C)c(C)c3)ccc21	1.1	-6	-3	0	1.1	0.75	0.9	0.9	-11	1
O=C(NCCN1CCCCC1)/C(=N\O)c1ccccc1	1.1	-7	-6	-9	0.9	0.93	0.9	0.9	-10	1.1
CCCC(C(=O)N1CCOCC1)N1C(=O)C2C3C=CC(C3)C2C1=O (stereo not drawn)	1	-4	-4	15	1	1.1	0.9	0.9	-14	1
O=C(N/N=C\CCc1ccccc1)c1ccco1	1.1	-6	-2	43	1	1.2	1.1	1.1	2	1
COc1cccc(NC(=O)N2CCCC(C(=O)Nc3ccccc3OC)C2)c1 (stereo not drawn)	1.1	-8	-8	0	1	1.1	1.1	1	-11	1.1
COc1ccc(NC(=O)/C(C#N)=C/C=C/c2ccco2)cc1	1	-2	4	-14	1.1	1.4	0.9	0.9	-4	1
C=CCOc1nc2c(c(=O)n(C)c(=O)n2C)n1Cc1c(Cl)cccc1Cl	1.1	-10	-7	18	0.9	0.92	1.1	1	-3	1.1
Cc1ccnc(SCC(=O)c2ccc([N+](=O)[O-])cc2)n1	1.1	-7	4	-4	1	1.4	1.1	1.2	-8	1
O=C(Nc1cnc2ccccc2c1)c1ccco1	0.8	23	-5	157*	0.9	6.2*	1.1	1	-9	1
CCOC(=O)C1CCN(C(=O)c2cc(S(=O)(=O)N3CCOCC3)c(Cl)cc2Cl)CC1	1	-3	-5	17	1.1	1.1	1	1.1	16	1.1
O=C(c1cccc(Br)c1)N1CCN(C(=O)N2CCCCC2)CC1	1.1	-6	1	-11	1	1.3	0.9	0.9	-9	1
COc1ccccc1/C=C(/C(=O)OCC(=O)N(C)Cc1ccccc1)c1ccccc1	1	-1	2	3	1	0.84	1	1	-1	1
O=C(C1CC(=O)N(C2CCCC2)C1)N1CCC(Cc2ccccc2)CC1 (stereo not drawn)	1	-4	0	-7	1.1	0.99	1.1	1	8	1
Cc1ccc(S(=O)(=O)N2CCC(n3nnc4cc(C)ccc43)CC2)cc1	1	-5	-6	0	1.1	1.2	1	1	-12	1.1
CCn1c(SCC(=O)O)nnc1-c1ccc2[nH]c(C)c(C)c2c1	1	3	-4	7	1	1	1.5	1.3	1	1

Continued.
SMILES	FLuc stim CS	FLuc inhib CS	TNAP inh hiacc	APP 5'UTR act	bIAP activator	NF-kB expr up	PMI act	PMI act hi M6P	TNAP inh no acc	TNAP act hi DEA
COc1ccc2c(c1)C1(Nc3ccccc3C(=O)N1c1ccccc1)C(=O)N2 (stereo not drawn)	1	-4	0	-10	1	1.1	0.9	0.9	-4	1
Cc1nn(C)c(C(=O)NNC(=O)Nc2cccc(C(F)(F)F)c2)c1Cl	1.1	-8	-5	/	1.3	0.97	1	0.9	-30	1.1
C(=N\N1CCN(Cc2cccc3ccccc23)CC1)/c1cccnc1	1	0	0	10	1	0.95	1	1.1	12	1
OC(COCC1COc2ccccc2O1)CN1CCCCC1 (stereo not drawn)	1	-1	-5	-7	0.9	0.97	1	1	-12	1
Cc1cc(C(=O)CSc2nnnn2C)c(C)n1CCc1ccc(F)cc1	1.1	-9	-6	-6	1	1.6	1	1	5	1.1
